# From PubChem BioAssay
# RGS8-Gao: modulates binding of RGS8 to human Galphao; multiplexed bead flow cytometry; actives lie on both sides; 220,000 compounds, 0.34% hits; response (percent of control binding), % at 10 µM; P09471; in the data active = response below about 60% or above about 140%; inactive = in between;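 also: Galphao activated as the GDP aluminium fluoride complex binding bead-coupled RGS8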
# Bcl-B Bim block: disrupts Bim peptide binding to human Bcl-B. inhibition, % at 10 µM. Q9HD36. AID 951. bead-based flow cytometry. 190,000 compounds, 0.073% hits;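 also: 0% = tracer peptide without compound and 100% = reference inhibitor peptide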
# Target sequence (Q9HD36 whole entry, looked up): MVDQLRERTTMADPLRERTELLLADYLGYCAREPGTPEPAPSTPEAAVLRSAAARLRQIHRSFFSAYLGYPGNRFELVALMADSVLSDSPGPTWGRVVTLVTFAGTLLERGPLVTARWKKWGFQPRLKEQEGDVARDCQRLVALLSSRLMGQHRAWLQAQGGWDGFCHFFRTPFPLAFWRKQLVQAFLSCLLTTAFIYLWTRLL
# RGS7-Gao reg: modulates binding of RGS7 to human Galphao; Multiplexed bead flow cytometry; actives lie on both sides; P09471; 220,000 compounds, 0.35% hits; binding response (% of control), % at 10 µM; in the data active = binding response below about 49% or above about 150%; inconclusive = no clear call, values can overlap the other calls; inactive = in between;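 also: fluorescent Galphao held in activated GDP-AlF4 state binding bead-coupled RGS7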
# Bcl-W Bim block: human Bim-Bcl-W interaction inhibition. inhibition, % at 10 µM. bead-based flow cytometry, Bim peptide-Bcl-W binding. AID 952. 190,000 compounds, 0.02% hits. Q92843;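 also: 0% = bound tracer without compound and 100% = peptide blocker; higher means less fluorescent Bim peptide bound to Bcl-W beads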
# Bim-Bcl-XL: human Bim-Bcl-XL interaction inhibition. Q07817. Bim peptide-Bcl-XL binding, bead flow cytometry, fluorescence. inhibition, % at 10 µM. 190,000 compounds, 0.04% hits. AID 1007
# Target sequence (Q07817 whole entry, looked up): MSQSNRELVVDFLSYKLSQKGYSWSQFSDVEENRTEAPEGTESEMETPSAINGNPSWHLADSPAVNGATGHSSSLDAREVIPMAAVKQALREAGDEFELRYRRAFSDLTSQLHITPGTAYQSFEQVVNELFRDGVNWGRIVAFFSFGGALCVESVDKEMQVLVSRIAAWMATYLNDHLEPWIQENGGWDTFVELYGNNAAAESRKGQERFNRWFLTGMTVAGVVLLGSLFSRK
# Bcl-2 Bim block: human Bim-Bcl-2 interaction inhibition; P10415; Bead-based flow cytometry, Bim peptide-Bcl-2 binding; inhibition, % at 10 µM; 190,000 compounds, 0.06% hits; AID 950; in the data active = inhibition above about 40%; inconclusive = no clear call, values can overlap the other calls;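 also: 0% = no compound wells with probe peptide and 100% = reference peptide inhibitor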
# Target sequence (P10415 whole entry, looked up): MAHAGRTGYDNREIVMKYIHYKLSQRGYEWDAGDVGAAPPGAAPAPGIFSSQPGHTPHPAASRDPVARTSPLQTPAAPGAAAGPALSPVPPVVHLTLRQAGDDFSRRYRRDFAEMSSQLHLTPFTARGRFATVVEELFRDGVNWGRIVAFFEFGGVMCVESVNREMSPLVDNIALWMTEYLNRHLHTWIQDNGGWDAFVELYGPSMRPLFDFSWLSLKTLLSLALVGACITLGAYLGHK
# Mcl1-Noxa inh: Mcl-1/Noxa interaction inhibition; Q07820; TR-FRET Mcl-1/Noxa peptide binding, 2 h; inhibition, % at 21.7 µM; 220,000 compounds, 1.5% hits; AID 1022;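 active = compounds that cut the protein-peptide binding signal by more than 50% relative to plate controls in a single-dose test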;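 also: His-tagged Mcl-1 with rhodamine Noxa BH3 peptide and terbium anti-His antibody; 0% = Mcl-1 plus Noxa peptide wells and 100% = peptide-only wells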
# Target sequence (Q07820 whole entry, looked up): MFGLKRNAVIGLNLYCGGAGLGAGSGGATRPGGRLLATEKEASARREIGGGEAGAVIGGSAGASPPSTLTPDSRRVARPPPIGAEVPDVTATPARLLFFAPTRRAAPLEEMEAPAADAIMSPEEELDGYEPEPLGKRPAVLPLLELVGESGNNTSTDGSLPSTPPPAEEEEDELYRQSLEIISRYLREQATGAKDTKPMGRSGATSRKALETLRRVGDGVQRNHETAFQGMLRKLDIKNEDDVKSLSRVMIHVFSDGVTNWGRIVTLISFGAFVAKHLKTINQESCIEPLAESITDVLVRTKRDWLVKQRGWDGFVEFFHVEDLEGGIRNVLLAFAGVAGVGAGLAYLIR
# Mcl1-Bid inh: Mcl-1/Bid interaction inhibition; TR-FRET Mcl-1/Bid-Dy647 peptide binding, 1536-well; inhibition, % at 21.7 µM; AID 1021; Q07820; 220,000 compounds, 0.97% hits;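 active = compounds that cut the binding signal by more than half at the single screening dose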;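 also: His-tagged Mcl-1 with europium anti-His antibody binding Bid BH3 peptide; 0% = Mcl-1 plus peptide wells and 100% = peptide-only wells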
# Bim-Bfl-1: disrupts Bim binding to human Bfl-1; AID 1008; inhibition, % at 10 µM; 190,000 compounds, 0.12% hits; Bead-based flow cytometry, Bim-Bfl-1 binding inhibition; Q16548;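 also: 0% = wells without compound plus tracer and 100% = blocker peptide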
# RGS4-Gao reg: modulates binding of RGS4 to human Galphao; P09471; Multiplexed bead flow cytometry; actives lie on both sides; binding response (% of control), % at 10 µM; 220,000 compounds, 0.33% hits; in the data active = binding response below about 49% or above about 150%; inactive = in between;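 also: fluorescent Galphao activated with aluminum fluoride binding bead-coupled RGS4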
# Mcl-1 Bim block: inhibitors of Bim-Mcl-1 interaction, human; Q07820; Bead-based flow cytometry, Bim peptide-Mcl-1 binding; inhibition, % at 10 µM; 190,000 compounds, 0.1% hits;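 also: 0% = no compound tracer wells and 100% = peptide blocker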
# * marks the source's active call; other numbers are inactive results; ? = inconclusive; / = not tested or not shown; [ ] = dose if it differs, or a comment. Rule as the data show it, unless noted: active = inhibition above about 40%.
molecule	Mcl1-Bid inh	Bim-Bfl-1	Bcl-W Bim block	RGS4-Gao reg	RGS8-Gao	Mcl1-Noxa inh	Bim-Bcl-XL	RGS7-Gao reg	Bcl-2 Bim block	Mcl-1 Bim block	Bcl-B Bim block
OC[C@@H](O)C1OC2NC(=S)OC2C1O (some centres not stated)	-12	-4	0	106	109	23	-5	102	-3	-1	-2
CCc1ccc(NC(=O)c2ccc3c(=O)n4c(nc3c2)CCCCC4)cc1	32	/	/	101	99	14	/	?	/	/	/
CC(=O)c1sc(-c2ccc(F)cc2)cc1NS(=O)(=O)c1ccccc1	9	/	/	-36*	1.8*	17	/	?	/	/	/
O=C(NCc1ccccn1)c1nc(-c2cccs2)no1	-39	-3	-2	102	102	-2	0	100	-2	4	-3
Cc1[nH]nc2c1/C(=N\O)CC(C)(C)C2	-5	0	-2	97	98	-8	-2	98	-3	-2	-2
CNC(=S)N(Cc1cccs1)Cc1cc2ccc(OC)cc2[nH]c1=O	-63	47*	26	95	103	8	35	95	30	29	29
c1ccc(-c2nnc(SCc3cn4ccsc4n3)o2)cc1	-9	-10	5	109	116	6	1	109	1	3	-7
O=C(CN1C(=O)C2C3CC(C(Br)C3Br)C2C1=O)N1CCN(Cc2ccccc2)CC1 (configuration not stated)	-27	/	/	98	99	-3	/	?	/	/	/
Cc1nonc1NC(=O)CSc1ccc(-c2ccccc2)nn1	-18	-20	-1	100	102	2	-10	102	-12	-3	-8
O=CNc1ccccc1Oc1ccccc1	-22	-9	3	106	104	3	3	106	-5	-2	-5
COc1cc(NC(=S)N2CCCCC2C)c(OC)cc1Cl (configuration not stated)	-27	-4	-6	100	99	13	-4	105	-3	-3	-9
N#Cc1c(N)nc(SCC(=O)C23CC4CC(CC(C4)C2)C3)c(C#N)c1-c1ccc(Cl)cc1	-24	0	0	98	104	-71	0	100	0	0	0
CC(=O)NNC(=S)NC(=O)c1ccc(C)cc1	-84	0	-1	104	103	-22	-1	108	-3	-2	-24
CCOc1ccc(/C=N/NC(=O)Cc2csc(Nc3cccc(C(F)(F)F)c3)n2)cc1	-30	-6	2	101	100	3	0	101	-2	0	-4
COc1cccc2cc(C(N)=O)/c(=N/NC(=O)COc3ccc(Cl)cc3)oc12	64*	-7	-8	100	104	4	-8	91	-6	-2	-7
CCOc1ccccc1N1CC(C(=O)Nc2ccc3c(c2)OCCO3)CC1=O (configuration not stated)	-10	-5	1	99	101	5	2	?	0	0	0
COCCNC(=O)c1ccc2c(c1)NC(=O)CS2	-21	-2	0	102	102	4	-1	104	-5	0	0
CCOc1ccc(C(Nc2cccnc2)c2cc(Cl)c3cccnc3c2O)cc1 (configuration not stated)	95*	5	0	99	99	96*	-4	97	-7	-5	-14
COc1ccc(/C=C2\SC(=O)N(CCNC(=O)CCS(=O)(=O)c3ccc(C)cc3)C2=O)cc1	-53	-1	-9	101	100	-7	-6	102	-4	-12	-7
O=C(c1ccncc1)N1CCN(C(=O)c2ccco2)CC1	-3	-17	0	100	100	-1	-9	100	-7	-6	-10

# The last 2 records of the section above are carried over, then new ones follow.
molecule	Mcl1-Bid inh	Bim-Bfl-1	Bcl-W Bim block	RGS4-Gao reg	RGS8-Gao	Mcl1-Noxa inh	Bim-Bcl-XL	RGS7-Gao reg	Bcl-2 Bim block	Mcl-1 Bim block	Bcl-B Bim block
COc1ccc(/C=C2\SC(=O)N(CCNC(=O)CCS(=O)(=O)c3ccc(C)cc3)C2=O)cc1	-53	-1	-9	101	100	-7	-6	102	-4	-12	-7
O=C(c1ccncc1)N1CCN(C(=O)c2ccco2)CC1	-3	-17	0	100	100	-1	-9	100	-7	-6	-10
CCOC(=O)c1c2c3c(c(Cl)ccc3[nH]c1=O)C(=O)c1ccccc1-2	-37	10	33	101	101	43	51*	?	21	29	20
CC(=O)c1cccc(NC(=O)COC(=O)c2ccc3c(c2)OCCO3)c1	-7	-7	-1	101	100	5	-4	104	-6	-1	-1
c1ccc(OCCCc2nc(-c3ccccn3)no2)cc1	-12	-12	0	99	101	-16	-4	99	-8	-3	-7
COc1cccc(C(=O)n2ccc(-c3cccs3)n2)c1	-6	/	/	101	100	2	/	?	/	/	/
Cc1ccc(N2CCN(S(=O)(=O)N(C)C)CC2)cc1C	-31	-3	0	97	98	18	-1	93	0	1	0
COC(=O)c1ccc(CSc2nc3ccccc3c(=O)n2-c2cccc(OC)c2)o1	-9	-22	-9	102	103	-18	-15	99	-18	-9	-16
CCC1CCCCN1C(=S)Nc1ccc(C(C)=O)cc1 (configuration not stated)	-78	0	-1	96	100	-16	-2	93	0	-3	-4
O=C(CN1CCN(S(=O)(=O)c2ccc3ccccc3c2)CC1)Nc1ccc2c(c1)CCC2	-8	-1	-1	103	102	5	-2	103	-5	-2	-4
CCOc1ccc(CCNC(=O)COC(=O)c2nc3nc(C)cc(C)n3n2)cc1OCC	-10	-10	-8	98	101	6	-13	102	-9	-9	-14
Clc1ccc(CNc2ccc(CNc3ncn[nH]3)cc2)cc1	-46	1	-4	105	114	-8	-3	102	-2	0	-1
NC(N)=N/N=C/c1ccc(OCc2ccccc2)cc1	8	0	-2	102	103	26	-1	103	-3	-3	-2
COc1cccc(NC(=O)c2cn(C)c(=O)c3cc(OC)c(OC)cc23)c1	-32	0	6	105	98	2	6	100	0	4	5
Cc1cc(C)c2c(=O)[nH]c(SCc3ccccc3)nc2n1	-19	-6	-4	101	102	3	-2	99	-1	-8	-2
COC(=O)CCC(=O)c1oc2ccccc2c1N	-25	-11	1	101	101	19	2	102	-2	0	-10
O=C(O)CSc1ccc(Oc2ccc(SCC(=O)O)cc2)cc1	8	-2	0	103	100	36	0	101	-1	0	0
COc1ccc(OC)c(NC(=O)CCC(=O)N(Cc2ccc(OC)c(OC)c2)c2nccs2)c1	-44	-4	1	97	100	5	-2	98	-1	0	-4
CN(C)c1ccc(NC(=O)c2ccncc2)c2ccccc12	-67	-3	0	108	100	18	1	103	-4	-3	-3
Cc1nnc(-n2cnc3ccccc32)c2ccccc12	-17	-13	0	102	99	-7	-4	102	-10	-1	-8
COC(=O)[C@H](CCSC)NC(=O)Nc1ccc(S(N)(=O)=O)cc1	-32	/	/	101	102	-6	/	/	/	/	/
Oc1ccc(-c2nnc(SCC3CCCCC3)o2)cc1	-10	-12	6	99	99	5	-9	95	-6	1	-5
CC(C)c1ccccc1OCCCCCNCCO	-6	-3	0	105	100	-18	0	109	0	-5	-1
Cc1cc(NC(=O)Cn2nc3c(cc2=O)CCCC3)ccc1Br	-4	-13	0	93	95	-7	-3	92	-9	0	-6
CC(C)(C)c1n[nH]c2c1CCCC2	-8	-3	-4	100	101	20	-6	102	-1	-6	-8
O=C(CN(C1CCCCC1)S(=O)(=O)c1ccc(Cl)cc1)NCc1cccnc1	10	-12	1	99	99	11	-6	101	-10	-1	-7
CCc1c(C)sc(NC(=O)c2cc(-c3cc(OC)ccc3OC)on2)c1C#N	25	-17	-5	92	96	16	-8	95	-8	-5	-9
COc1cc(C2C(C#N)=C(N)Oc3cc(N)ccc32)cc(OC)c1OC (configuration not stated)	-29	-15	2	98	103	24	-4	100	-2	0	-6
O=C(CCCn1c(=O)[nH]c2ccccc2c1=O)Nc1ccc(F)cc1	-6	-6	-2	104	100	7	-3	100	0	-7	-5
NC(N)=NC(N)=Nc1ccc2ccccc2c1	-54	-7	-4	101	95	19	-5	99	-2	0	-3
O=C(c1ccc(Cn2c(=O)[nH]c3ccccc3c2=O)cc1)N1CCN(c2ccccn2)CC1	-8	-11	-1	102	102	10	-5	103	-10	0	-10
COc1cccc(CC(=O)Nc2nc3c(s2)C(=O)CC(C)(C)C3)c1	-6	-3	-1	105	102	17	-2	110	-2	0	-6
COc1cccc(-c2nnc(Nc3nc4c(F)cccc4s3)o2)c1	-44	-17	-2	101	101	-54	-6	100	-10	-3	-5
Cn1c(S(=O)(=O)c2ccc([N+](=O)[O-])cc2)nc(Br)c1Br	13	/	/	99	101	29	/	?	/	/	/
C/C=C/C(=O)N1c2ccccc2C(C)=CC1(C)C	-14	-4	-1	103	105	20	-1	102	-1	2	-3
O=C(c1cnn2c(C(F)(F)F)cc(-c3cccs3)nc12)N1CCN(C(c2ccccc2)c2ccccc2)CC1	7	1	5	97	103	16	2	97	-1	1	-10
O=C(Nc1ccc(N2CCCCC2)cc1)C(Cl)c1ccccc1 (configuration not stated)	-46	-4	-4	99	101	30	-5	97	-2	-3	-6
COc1ccc(CSc2nc3ccccc3c(=O)n2CCCN2CCOCC2)cc1F	-6	4	-3	103	103	16	0	?	-1	-4	1
O=C(CSC(=S)N1CCCCC1)Nc1ncc2c(n1)CC(c1ccco1)CC2=O (configuration not stated)	-6	/	/	181*[activator]	144*[activator]	17	/	?	/	/	/
COc1ccc(CNC(=O)C2COc3ccccc3O2)c(OC)c1 (configuration not stated)	7	-13	0	103	102	1	0	102	-8	0	-4
COc1ccc(C2=NN(C(=O)CN3CCCC3)C(c3ccc(OC)cc3)C2)cc1 (configuration not stated)	-64	/	/	104	102	12	/	?	/	/	/
Cc1ccc(-n2cc3c(=O)n(C)c(=O)n(C)c3c2)cc1C	-28	-4	1	104	99	-4	0	100	-4	2	-3
O=C(CSc1nc2ccccc2c(=O)n1Cc1ccc(Cl)cc1)NCc1cccs1	-15	-1	-3	94	102	-7	-1	101	0	-2	-5
Cc1ccc(NC(=O)c2ccccn2)c(Br)c1	-21	-6	-1	112	105	-7	-5	119	-1	-2	-3
COc1ccc2[nH]c(=O)c(CN(C(=O)c3cccnc3)c3ccccc3)cc2c1	11	-15	0	97	102	19	-2	101	-3	1	-3
CCCCOc1ccc(/C(O)=C2/C(=O)C(=O)N(CCCOC)C2c2ccncc2)cc1 (configuration not stated)	-71	-11	3	105	103	4	-9	105	17	2	-3
O=S(=O)(Cc1ccccc1)NCc1ccccn1	-12	0	0	97	95	-23	0	99	-2	-1	0
CCN(Cc1cc2cc(C)ccc2[nH]c1=O)S(=O)(=O)c1ccccc1	-9	-11	0	99	100	27	0	98	-7	1	-5
CCOc1c(Br)cc(CNC2CCCCCCC2)cc1OC	12	-1	-1	105	101	8	-1	102	4	-2	-8
CC(C)(C)NC(=O)C1CCN(c2ccc(S(=O)(=O)N3CCOCC3)cc2Cl)CC1	-27	0	0	104	101	14	-1	101	1	2	0
O=c1[nH]c2sc3c(c2c2nncn12)CCCC3	-9	9	11	99	101	31	15	101	10	10	10
CC(C)N=c1c([N+](=O)[O-])nn(C)n1O	-4	6	-4	100	101	2	-4	102	6	-1	0
N#CC1=C(N)SC(N)=C(C#N)C1C1CC=CCC1 (configuration not stated)	-26	8	2	98	98	9	-1	98	-1	0	0
CC1CCCCN1CCNc1nc(=S)[nH]c2ccccc12 (configuration not stated)	-44	-10	1	103	102	29	-4	101	-8	-2	-7
Cc1c(Cl)c([N+](=O)[O-])nn1CCCC(=O)Nc1sc2c(c1C#N)CCC2	-4	0	-1	101	98	18	1	103	-6	-3	-14
